Pemphigus Ab inh: inhibitors of pemphigus antibody binding to human desmoglein-3; P32926; 0.48% of 310,000 active; AID 588358; DSG3-coupled beads, scFv-anti-DSG3-GFP binding, flow cytometry; active compounds read low; binding (percent of control), % at 10 µM;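 active = binding more than 3 SD below its plate's average and above zero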;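 note: hits lower antibody fragment binding to DSG3; some compounds called inactive have numbers as strong as hits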
Target sequence (P32926 whole entry, looked up, the tested form may be a part): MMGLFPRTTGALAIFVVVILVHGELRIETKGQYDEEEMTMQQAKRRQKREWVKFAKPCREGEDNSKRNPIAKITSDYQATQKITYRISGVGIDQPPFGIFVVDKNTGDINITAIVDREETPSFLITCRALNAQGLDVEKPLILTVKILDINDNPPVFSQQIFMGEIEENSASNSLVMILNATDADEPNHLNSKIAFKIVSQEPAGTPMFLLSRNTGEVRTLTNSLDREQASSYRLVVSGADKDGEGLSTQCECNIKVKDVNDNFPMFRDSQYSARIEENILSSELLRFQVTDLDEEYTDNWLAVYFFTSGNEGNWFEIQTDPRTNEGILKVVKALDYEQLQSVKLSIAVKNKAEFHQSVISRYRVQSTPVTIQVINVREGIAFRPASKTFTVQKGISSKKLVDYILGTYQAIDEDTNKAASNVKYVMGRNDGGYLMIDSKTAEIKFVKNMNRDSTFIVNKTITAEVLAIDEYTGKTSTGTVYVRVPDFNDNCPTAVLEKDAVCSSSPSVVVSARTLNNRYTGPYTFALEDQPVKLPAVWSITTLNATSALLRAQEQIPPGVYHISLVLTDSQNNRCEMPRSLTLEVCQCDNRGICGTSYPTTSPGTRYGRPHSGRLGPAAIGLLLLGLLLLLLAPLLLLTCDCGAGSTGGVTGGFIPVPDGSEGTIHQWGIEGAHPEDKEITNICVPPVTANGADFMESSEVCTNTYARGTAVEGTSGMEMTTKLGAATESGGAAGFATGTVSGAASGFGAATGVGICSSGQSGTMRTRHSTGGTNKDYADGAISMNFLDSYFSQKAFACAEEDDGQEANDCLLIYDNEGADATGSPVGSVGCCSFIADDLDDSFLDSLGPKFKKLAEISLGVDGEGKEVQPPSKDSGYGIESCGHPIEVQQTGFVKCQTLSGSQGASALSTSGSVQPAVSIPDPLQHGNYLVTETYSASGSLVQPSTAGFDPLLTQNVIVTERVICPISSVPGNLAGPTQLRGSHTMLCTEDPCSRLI
Cardiac RTF inh: cardiac RTF calcium desensitization; P19429+P45379; IANBD-labeled cardiac RTF, Ca2+ fluorescence; inhibition, % at 7.15 µM; 0.12% of 340,000 active;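 active = inhibition above the mean inhibition of all tested compounds plus 3 SD, cut at about 17% in these data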;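 note: assay run at fixed EC70 calcium of 1.6 mM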
cardiac RTF act: cardiac RTF calcium sensitization. 0.24% of 340,000 active. P19429+P45379. IANBD-labeled TnC RTF fluorescence at EC20 calcium; 0% EC20 calcium, 100% full calcium. activation, % at 7.2 µM;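 active = activation above the mean over all tested compounds plus 3 SD, cut at about 30% in these data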;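 note: rise in fluorescence read as greater calcium sensitivity of cardiac thin filaments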
Wnt act: activators of Wnt/beta-catenin signaling | Wnt/beta-catenin reporter cell assay, activator, plate reader | activation, % at 9.35 µM | 1.2% of 300,000 active; in the data active = activation above about 30%, passing the limit was not always enough;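 note: 0% = neutral control wells and 100% = positive control wells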
LANA DNA inh: blocks KSHV LANA C-terminal domain binding to DNA | MBP-C-LANA/FAM-LBS DNA binding, fluorescence polarization | AID 504423 | 0.078% of 340,000 active | inhibition, % at 9 µM;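 active = highest replicate inhibition at or above 60% at 9 µM, even if other replicates fall short; inactive = all replicates below 60% inhibition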;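 note: 0% = neutral control wells and 100% = 4 µM acridine orange control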
Arr AP2 block: human beta-arrestin and AP2 interaction inhibition; FITC-arrestin peptide / GST-AP2 beads, flow cytometry; AP2 beta2 appendage carries R879A mutation; inhibition, % at 10 µM; 0.31% of 340,000 active; AID 504490;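 active = inhibition above a set limit, near 3 SD of compounds lacking own fluorescence, cut at about 54% in these data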;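 note: plate controls were DMSO wells for no effect and 5 µM unlabelled arrestin peptide for full effect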
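System: GST-AP2 R879A glutathione beads. Medium: PBS with 0.05% Tween 20 and 0.1% BSA. Also added: FITC-arrestin peptide, 50 nM. Incubation: 12 min plus 1 h, RT. Measured by: high-throughput flow cytometry of beads, ex 488, em 535 nm. Evaluation: percent drop in bead-associated FITC signal.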
MOR-DOR ag: OPRM1-OPRD1 heterodimerization agonism | 0.3% of 340,000 active | P35372+P41143 | cells, luminescence | activation, % at 9.3 µM; in the data active = activation above about 18%;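 note: 0% = vehicle-treated cells and 100% = reference agonist; values of inactives mirror those of a sister screen read the other way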
MOR-DOR inv ag: inverse agonist of human OPRM1-OPRD1 heterodimerization; P35372+P41143; cell-based MOR-DOR heterodimer luminescence, inverse agonism; inhibition, % at 9.3 µM; 0.21% of 340,000 active; in the data active = inhibition above about 22%, passing the limit was not always enough;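 note: 0% = cells with DMSO and 100% = wells without cells with DMSO; values of inactives mirror those of a sister screen read the other way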
Keap1-Nrf2 PPI: disrupts human Keap1 binding to Nrf2 peptide; Q14145; Keap1 Kelch-Nrf2 peptide fluorescence polarization, 1536-well; inhibition, % at 9.4 µM; 0.15% of 340,000 active; in the data active = inhibition above about 12%;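 note: human Keap1 Kelch domain with fluorescein labeled Nrf2 9mer peptide probe; 0% = neutral control wells and 100% = peptide positive control; higher means more block of Keap1 binding to Nrf2 peptide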
V-ATPase pHluor: alters yeast V-ATPase proton transport | S. cerevisiae, pHLuorin cytosolic pH fluorescence | response, % at 10 µM | 0.37% of 350,000 active; in the data active = response mostly above about 7.3%, no sharp cut-off; inactive = mostly below about 5.4%; note: actives read high; inactives centre near 0; some compounds called inactive have numbers as strong as hits; reference of the scale not given here
An asterisk follows results filed as active; · = no result given.

SMILES	Pemphigus Ab inh	Cardiac RTF inh	cardiac RTF act	Wnt act	LANA DNA inh	Arr AP2 block	MOR-DOR ag	MOR-DOR inv ag	Keap1-Nrf2 PPI	V-ATPase pHluor
COc1ccccc1N(C)S(=O)(=O)c1ccc(C(=O)Nc2ccc(C(N)=O)cc2)cc1	103	-10	8	0	-0.1	2	0.8	-3	-3	-2
COc1ccccc1C(=O)OCc1ccc2sc(C)nc2c1	127	3	-4	-1	1.0	7	-2.0	10	-4	-4
CCOc1ccc(S(=O)(=O)N2CCCCC2)cc1NC(=O)C1COc2ccccc2O1 (stereo not drawn)	102	-3	-1	1	-0.4	-14	-0.2	1	0	-1
CC(=O)c1ccc2c(c1)OCCOCCOCCO2	113	2	6	-1	-0.6	1	-2.7	14	-5	1
O=C(/C=C/c1ccc2ccccc2n1)N1CCN(S(=O)(=O)c2ccc(F)cc2)CC1	98	-1	-3	-8	1.3	9	-1.9	10	-1	0
Cc1ccc(SCC(=O)Nc2cccc(C)c2)cc1	105	-8	1	16	0.6	11	3.0	-14	-6	4
O=C(NOCc1cscn1)Nc1ccccc1	94	0	0	1	-1.0	20	-1.4	6	-1	-1
CCCOC1CCCN(C(=O)c2cc(COc3ccc(F)c(F)c3)on2)C1 (stereo not drawn)	103	5	-5	21	-1.6	-3	1.8	-9	1	1
COc1cccc(CNc2ccc([N+](=O)[O-])cc2C)c1	105	7	3	2	1.0	-5	0.3	-2	2	0
O=C(CN1CCC(C(=O)c2ccc3c(c2)OCCO3)CC1)NCc1ccccc1	106	2	-5	-3	-1.1	7	0.1	-1	-3	1

Four records drawn at random from those above:
SMILES	Pemphigus Ab inh	Cardiac RTF inh	cardiac RTF act	Wnt act	LANA DNA inh	Arr AP2 block	MOR-DOR ag	MOR-DOR inv ag	Keap1-Nrf2 PPI	V-ATPase pHluor
O=C(/C=C/c1ccc2ccccc2n1)N1CCN(S(=O)(=O)c2ccc(F)cc2)CC1	98	-1	-3	-8	1.3	9	-1.9	10	-1	0
Cc1ccc(SCC(=O)Nc2cccc(C)c2)cc1	105	-8	1	16	0.6	11	3.0	-14	-6	4
COc1cccc(CNc2ccc([N+](=O)[O-])cc2C)c1	105	7	3	2	1.0	-5	0.3	-2	2	0
CCOc1ccc(S(=O)(=O)N2CCCCC2)cc1NC(=O)C1COc2ccccc2O1 (stereo not drawn)	102	-3	-1	1	-0.4	-14	-0.2	1	0	-1

Continuation:
SMILES	Pemphigus Ab inh	Cardiac RTF inh	cardiac RTF act	Wnt act	LANA DNA inh	Arr AP2 block	MOR-DOR ag	MOR-DOR inv ag	Keap1-Nrf2 PPI	V-ATPase pHluor
Clc1ccc(-c2ccnc(Oc3ccc4ccccc4c3)n2)cc1	94	5	-5	-4	1.0	-3	-1.1	5	5	-2
COc1cccc(C(=O)N2CCN(C3CCC(c4ccccc4)CC3)CC2)c1OC (stereo not drawn)	103	-6	-4	·	-4.4	4	-0.9	5	3	-3
Cc1ccc(S(=O)(=O)N(C)C)cc1NC(=O)c1ccccc1Br	99	-6	-2	-3	0.1	10	-3.9	20	-5	2
CCc1nccn1CCC(=O)N1CCCC(N2CCN(c3ccccc3F)CC2)C1 (stereo not drawn)	84	-6	-5	0	0.3	18	0.5	-3	1	3
Cc1ccc(C(=O)OCC(=O)NCC2CCCO2)c(C)c1 (stereo not drawn)	102	-6	8	0	-2.6	25	-1.0	5	-2	4
CC1CCCCC1NS(=O)(=O)c1ccc2c(c1)CCC(=O)N2 (stereo not drawn)	92	-1	-3	2	-1.0	-5	0.5	-2	-3	-1
CCOc1cccc(NC(=O)CSc2sc3c(O)cc(=O)[nH]c3c2C#N)c1	·	-1	-8	-3	-0.5	15	-0.5	3	-4	4
COc1ccc([N+](=O)[O-])cc1NC(=O)C(C)Sc1nc(C)c(C)c(C)n1 (stereo not drawn)	·	-4	7	·	-0.3	-2	-2.2	11	-4	1
O=C(Oc1cccc2c(=O)[nH]ccc12)c1ccccc1	·	-8	1	-3	-1.5	-7	-1.9	8	3	0
CCCCCN(C(=O)CCC(=O)OCc1cccc(Cl)c1)c1c(N)n(CCCC)c(=O)[nH]c1=O	78	1	-16	-3	1.3	-9	-0.5	4	0	1
CCCCn1nc(NC(=O)COC)c2cc3ccc(C)cc3nc21	90	2	1	·	-1.4	13	0.1	0	2	-6
COc1cccc(CNC(=O)CCS(=O)(=O)c2ccc3c(c2)NC(=O)C(C)S3)c1 (stereo not drawn)	126	-14	2	-2	0.7	-20	0.8	-4	-2	2
COc1ccc(OC)c2[nH]c(=O)c(CCNC(=O)C(C)(C)C)cc12	107	-6	5	-3	0.5	-4	-0.2	1	-6	0
CNC(=O)/C(C#N)=C/c1ccc(OCCOc2ccccc2)cc1	124	-7	-1	4	-1.2	-3	0.5	-3	-8	-3
O=Cc1c(N2CCSCC2)nc2ccccn2c1=O	107	-7	-4	-1	-1.5	2	0.2	-1	-2	0
CN(C(=O)CSC1=NC2C(N=N1)c1cc(Br)ccc1N2C)C1CCCCC1 (stereo not drawn)	·	-5	6	-1	1.6	7	-0.6	3	2	3
COc1ccc(NC(=O)Nc2nccs2)cc1	95	-2	-2	·	-0.6	10	1.9	-10	1	-6
Cc1ccc(C(=O)NCCSc2ccccc2)cc1S(=O)(=O)Nc1ccccc1	102	-5	0	·	-1.7	5	-0.3	2	6	0
Cc1nn(CCc2nn[nH]n2)c2nc(C(F)(F)F)cc(C(F)(F)F)c12	107	-1	-2	·	1.1	10	1.4	-8	3	-1
O=C(Nc1ccccc1)c1nc[nH]c1C(=O)NCCCNC(=O)c1[nH]cnc1C(=O)Nc1ccccc1	100	-9	-5	-3	-1.3	1	-1.1	7	3	-2
C/C(=N\NC(N)=O)c1ccccc1	103	-3	4	0	-1.0	-12	-1.2	6	3	6
COc1ccc(O)c(C(=O)c2cnn(S(=O)(=O)c3ccc(C)cc3)c2)c1	103	2	2	-4	-1.0	27	3.3	-13	0	-2
C=C1CC[C@@H]2[C@](C)(CO)[C@H](O)CC[C@@]2(C)[C@@H]1/C=C/C1=CCOC1=O	107	-14	1	-1	-0.2	18	-1.5	7	-1	-3
Fc1ccccc1NC(=S)N(CCN1CCCCC1)Cc1ccco1	·	2	0	1	0.4	19	-3.1	14	-1	0
COC(=O)c1ccc(OC)c(Cn2c(=O)n(C)c(=O)c3sccc32)c1	119	-2	-1	·	-0.9	-15	-4.0	19	-2	1
O=C(CSc1ccccc1)N1CCCC(N2CCN(c3ccccc3)CC2)C1 (stereo not drawn)	103	3	0	0	0.4	-3	-2.6	14	-2	0
CC1c2[nH]c3ccccc3c2C[C@H]2C(=O)N(CCCO)CC(=O)N12 (stereo partly drawn)	100	-5	0	0	-1.3	-8	-5.2	24	-6	1
C=CCn1c(SCC(=O)Nc2cc(C)on2)nc2sc(CC)cc2c1=O	94	5	0	0	2.0	7	-1.1	5	-5	0
O=C(NCc1ccc2c(c1)OCO2)NC12CC3CC(CC(C3)C1)C2	116	3	-3	7	1.7	-62	-1.5	7	1	1
CCC(=O)c1ccc(OCC(=O)OC(C)C(=O)N2CCc3ccccc32)cc1 (stereo not drawn)	104	-8	0	3	-0.5	5	0.3	-2	-4	4
CCCNC(=O)C(=O)N/N=C/c1ccc(OCc2ccccc2)cc1	86	1	-4	3	-0.2	0	-1.3	8	-6	-5
O=C(C1CCN(CCCc2ccccc2)CC1)N(CCc1ccccc1)Cc1ccccc1	105	3	3	-1	-1.7	0	3.2	-17	5	2
COc1ccc(Cl)cc1C(=O)NCC(c1ccco1)N(C)C (stereo not drawn)	90	0	-1	2	-0.2	-2	3.0	-19	-2	-2
CC(=O)c1cccc(OCC(=O)N(CCC2=CCCCC2)c2c(N)n(Cc3ccccc3)c(=O)[nH]c2=O)c1	107	-1	-7	-4	-5.5	-10	-0.2	1	0	1
COc1cccc(CNC(=O)CN(C)S(=O)(=O)c2ccc(Br)s2)c1	·	-2	-1	-1	1.9	-9	-0.2	1	1	-8
Cc1cc(C(=O)Cn2nnc3ccccc3c2=O)c(C)n1-c1ccccc1F	101	-5	-4	·	-5.7	-3	-3.3	16	-7	-6
Cc1cc(C(=O)Nc2ccccc2N2CCOCC2)ccc1[N+](=O)[O-]	126	1	-11	-4	0.3	-9	-2.9	16	-6	3
CCN(CC)S(=O)(=O)N1CCC(C(=O)NCc2ccc3c(c2)OCO3)CC1	85	9	-3	-2	0.2	11	-3.6	18	-3	-1
Cc1c(Cl)cccc1N1C(=O)c2ccccc2C1=O	103	-4	3	·	0.6	4	0.9	-5	2	-4
Fc1cccc(CCN2CCNC[C@H]2Cc2cccc3ccccc23)c1	122	-2	-6	1	-1.9	4	9.9	-55	-7	3
c1ccc(C[C@H]2CN=C(Nc3ccccc3)N2CCC2CCCC2)cc1	110	-17	-2	-2	-0.4	4	0.8	-4	-1	-1
CC[C@]12c3[nH]c4ccc(OC)cc4c3CCN1C(=O)C(CC(=O)NCc1ccc(OC)c(OC)c1)C[C@@H]2C(=O)N1CCN(C(=O)C2CC2)CC1 (stereo partly drawn)	97	-4	-3	-2	0.1	6	-1.7	9	3	0
COc1ccccc1NC(=O)Cc1noc(CSc2n[nH]c(N)n2)n1	102	-5	3	0	0.1	-11	-0.7	3	-9	1
CCCCOc1ccc(C(=O)Nc2ccc(N3CCN(C(=O)C(C)C)CC3)cc2)cc1	96	0	-2	·	-0.3	23	-0.9	5	2	5
Nc1nnc(SCC(=O)N2CCc3ccccc3C2)s1	103	-4	3	0	-1.0	25	-2.8	14	1	5
Cc1cccc(S(=O)(=O)Nc2nc3ccccc3nc2Nc2ccc3c(c2)OCO3)c1	98	-6	-2	8	1.2	2	-0.4	2	-3	0
O=C1CC(=O)Nc2cc(S(=O)(=O)NCc3cccs3)ccc2N1	102	-4	0	-2	0.8	1	-1.8	9	0	2
O=C(NC(=S)N1CCCCC1c1cccnc1)c1ccc(F)cc1 (stereo not drawn)	96	0	3	-1	-2.2	22	-2.4	13	-1	0
COc1ccc(S(=O)(=O)n2nc(OC(=O)c3c(-c4ccccc4Cl)noc3C)cc2N)cc1	95	-2	3	-3	-1.8	4	-1.8	11	-6	-1
Nc1c(Cl)cc(-c2csc(N3CCCC3c3nc4cc(Cl)c(Cl)cc4n3CCOCCO)n2)cc1Cl (stereo not drawn)	97	3	10	-4	-1.1	-2	-1.5	9	-2	0
Next entries follow:
SMILES	Pemphigus Ab inh	Cardiac RTF inh	cardiac RTF act	Wnt act	LANA DNA inh	Arr AP2 block	MOR-DOR ag	MOR-DOR inv ag	Keap1-Nrf2 PPI	V-ATPase pHluor
COc1ccccc1NS(=O)(=O)c1cc(C(=O)NCC(c2ccco2)N(C)C)ccc1C (stereo not drawn)	102	-13	5	0	·	-5	0.8	-4	·	-2
Cc1ccc(C)c(SCC(=O)Nc2nnc(-c3ccccc3)o2)c1	98	1	-4	·	-0.3	-7	-0.5	3	0	4
CCCS(=O)(=O)N1CCCC(C(=O)Oc2ccc(C)c(C)c2)C1 (stereo not drawn)	134	-5	9	-1	-27	0	-0.1	0	3	-2
OC(COc1ccc(OCC(O)CN2CCCCCC2)cc1)CN1CCCCCC1 (stereo not drawn)	·	-12	-5	-5	-1.6	-13	0.3	-1	-1	10

Compound activity: PubChem, several laboratories
